Screening data (PubChem)
CCR6 antag = antagonists of human CCR6 receptor; CHO-K1 CCR6 PathHunter beta-arrestin, luminescence, CCL20-stimulated; inhibition, % at 20 µM; 340,000 compounds, 0.49% hits; AID 493098;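 active means compounds whose inhibition of the agonist-driven luminescence signal at 20 µM reaches about 50%, limit read from the data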;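 further: cells stimulated with CCL20 at 14 nM final; plate controls were DMSO with CCL20 for no effect and DMSO without agonist for full effect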
ATG4B inhibitor = blocks human ATG4B protease cleavage of LC3 substrate; Q9Y4P1; ATG4B cleavage of LC3-PLA2, NBD-HPC fluorescence, 1 h; inhibition, % at 8.33 µM; 340,000 compounds, 0.51% hits; AID 504462; in the data active means inhibition above about 40%
Target sequence (Q9Y4P1 whole entry, looked up): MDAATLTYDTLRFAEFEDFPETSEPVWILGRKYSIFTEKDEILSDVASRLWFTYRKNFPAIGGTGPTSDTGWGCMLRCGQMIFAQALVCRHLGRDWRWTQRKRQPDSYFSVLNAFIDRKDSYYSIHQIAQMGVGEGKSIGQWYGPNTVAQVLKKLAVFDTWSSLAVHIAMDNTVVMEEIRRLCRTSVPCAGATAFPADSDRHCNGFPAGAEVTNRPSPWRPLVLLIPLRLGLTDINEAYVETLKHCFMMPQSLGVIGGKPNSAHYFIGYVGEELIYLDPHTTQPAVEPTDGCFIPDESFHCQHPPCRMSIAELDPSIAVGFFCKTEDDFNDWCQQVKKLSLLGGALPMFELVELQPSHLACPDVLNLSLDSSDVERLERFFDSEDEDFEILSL
EBI2 block = antagonists of human EBI2 receptor; P32249; EBI2 beta-arrestin recruitment, luminescence, 7a,25-OHC stimulated; inhibition, % at 5 µM; 360,000 compounds, 0.81% hits; AID 651636; in the data active means inhibition above about 38%;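 further: enzyme fragment complementation signal reports receptor beta-arrestin coupling in cells; 0% = agonist plus DMSO wells and 100% = wells without agonist; some results beyond the cut were filed as inactive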
Target sequence (P32249 whole entry, looked up, the tested form may be a part): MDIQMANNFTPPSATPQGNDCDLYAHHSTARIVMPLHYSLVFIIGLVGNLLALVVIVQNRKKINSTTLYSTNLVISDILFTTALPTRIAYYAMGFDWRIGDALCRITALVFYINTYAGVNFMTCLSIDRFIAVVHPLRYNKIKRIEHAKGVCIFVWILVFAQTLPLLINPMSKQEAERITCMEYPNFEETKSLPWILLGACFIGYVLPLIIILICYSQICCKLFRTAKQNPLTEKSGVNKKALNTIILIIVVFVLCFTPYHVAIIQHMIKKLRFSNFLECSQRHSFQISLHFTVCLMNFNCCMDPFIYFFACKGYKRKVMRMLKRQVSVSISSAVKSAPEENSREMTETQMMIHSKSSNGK
APJ agonist = agonists of human APJ apelin receptor. activation, % at 20 µM. CHO-K1 APJ PathHunter beta-arrestin, luminescence; 0% DMSO wells, 100% apelin. P35414. 330,000 compounds, 0.11% hits;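 active means activation more than six SD over the plate average, tested at 20 µM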;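 further: 0% = DMSO alone and 100% = apelin-13 at 10 nM; some results filed as inactive read as strong as hits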
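Assay system: CHO-K1 cells stably expressing ProLink-tagged human APJ and arrestin–beta-gal acceptor. Compound dosing: 20 µM single point, 1% DMSO. Times: 16-18 h seeding, 90 min dark compound exposure, 60 min detection. Detection: beta-gal luminescence. Evaluation: APJ–arrestin association signal. Controls: negative DMSO alone, positive Apelin-13 at 10 nM.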
UBC13 polyUb = human UBC13 polyubiquitination inhibition | P61088 | UBC13 polyubiquitin chain formation, TR-FRET | inhibition, % at 20 µM | 330,000 compounds, 0.47% hits; in the data active means inhibition above about 45%, passing the limit was not always enough; inconclusive means no clear call, values can overlap the other calls
Target sequence (P61088 whole entry, looked up): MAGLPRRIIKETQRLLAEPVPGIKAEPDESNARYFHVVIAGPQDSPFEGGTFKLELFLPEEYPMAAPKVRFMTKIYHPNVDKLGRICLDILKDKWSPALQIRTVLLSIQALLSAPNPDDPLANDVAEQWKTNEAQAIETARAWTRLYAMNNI
APJ antagonist = antagonists of human APJ apelin receptor; 330,000 compounds, 0.32% hits; inhibition, % at 20 µM; P35414; AID 2521; CHO-K1 APJ beta-arrestin complementation, luminescence;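 active means inhibition above about 40% at 20 µM, limit read from the data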;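 further: cells challenged with 10 nM apelin-13 agonist together with compound; plate controls were apelin-13 plus DMSO wells for no effect and DMSO wells lacking apelin-13 for full effect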
Gli-Sufu antag = antagonists of Gli-Sufu signaling | Sufu-KO-LIGHT fibroblasts, Gli luciferase reporter luminescence | inhibition, % at 5 µM | 340,000 compounds, 0.74% hits | AID 588413;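 active means inhibition above about 55%, limit read from the data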;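 further: 0% = DMSO-treated cells and 100% = wells with medium but no cells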
CXCR6 inh = inhibitors of human CXCR6 receptor; O00574; AID 602244; 360,000 compounds, 0.36% hits; CHO-K1 PathHunter CXCR6 beta-arrestin, luminescence; inhibition, % at 20 µM; in the data active means inhibition above about 34%, passing the limit was not always enough;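 further: antagonist mode with CXCL16 agonist at 10 nM final; 0% = 10 nM CXCL16 with DMSO and 100% = unstimulated wells without agonist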
An asterisk follows results filed as active; ? = inconclusive; nt = no result given. Outcome played no part in choosing rows; about 3% have a hit in one of these screens.

SMILES | CCR6 antag | ATG4B inhibitor | EBI2 block | APJ agonist | UBC13 polyUb | APJ antagonist | Gli-Sufu antag | CXCR6 inh
COc1ccccc1N1CCN(C(=O)C(=O)c2cn(CC(=O)N3CCOCC3)c3ccccc23)CC1 | 15 | 2 | -10 | 0 | -5 | 25 | -2 | -1
CN1CCN(c2nc3c(c(=O)n(C)c(=O)n3C)n2Cc2ccccc2Cl)CC1 | 8 | -6 | -30 | -2 | -2 | 7 | 39 | 2
CCOC(=O)c1c(C)[nH]c(C(=O)N/N=C\c2ccccc2Cl)c1C | -9 | -14 | 12 | -4 | 2 | 11 | -4 | -5
CCCCCCCCC(=O)N/N=C/c1ccccn1 | 14 | 3 | -5 | -1 | -1 | 8 | -2 | 4
COc1ccc(OC)c(-c2cc(C(=O)Nc3sc4c(c3C#N)CCC(C)C4)c3ccccc3n2)c1 (configuration not stated) | 31 | 2 | 3 | -4 | -22 | 23 | 14 | 13
O=C(C1=C[C@H](c2ccc(C(F)(F)F)cc2)C[C@H](OCc2ccc(CO)cc2)O1)N1CCOCC1 | 13 | -6 | -3 | -5 | -13 | 8 | -6 | 6
O=C(CCSCCc1ccccn1)Nc1cccc([N+](=O)[O-])c1 | 2 | -3 | -2 | 2 | 0 | 6 | -22 | 2
O=c1[nH]n(-c2ccc(Cl)cc2)c(=O)c(Cl)c1Cl | -8 | 10 | 4 | -4 | 14 | 21 | 4 | -3
O=C(O)c1c[nH]c2cc(C(F)(F)F)ccc2c1=O | -2 | -5 | -3 | -1 | 4 | 6 | -4 | 6
CC(C)CNC(=O)CC(=O)N/N=C/c1ccc(Br)cc1 | -8 | -16 | 8 | -5 | -6 | 10 | -18 | -4
Cc1cc(N2CCCC2)ccc1NC(=O)COc1cccc(C(F)(F)F)c1 | 0 | 6 | -3 | 8 | -6 | -22 | 12 | -13
O=C1c2oc3ccc(F)cc3c(=O)c2C(c2cccc(O)c2)N1CCCN1CCOCC1 (configuration not stated) | 5 | -3 | -3 | -1 | 2 | -19 | 0 | -9
Cc1cccn2c(=O)c(/C=C3\SC(=S)NC3=O)c(NCCCN3CCOCC3)nc12 | 48 | 1 | 6 | -6 | -158 | 17 | 2 | 26
Cc1ccccc1-c1nc(CS(=O)CC(=O)NCc2ccccn2)c(C)o1 (configuration not stated) | 10 | 3 | -5 | -5 | 7 | 19 | -6 | -5
COc1cccc(NC(=O)c2ccccc2-c2nc(-c3ccc(F)cc3)no2)c1 | 9 | 3 | 20 | -1 | 3 | -17 | -5 | 2
CCc1ccc(Cc2cnc(NC(=O)C3=NCCN3)s2)cc1 | 24 | -8 | -1 | -1 | -14 | 15 | 0 | 16
COc1cc(OC)c2c(-c3ccccc3)cc(=O)oc2c1C(CC(=O)N1CCOCC1)c1ccc(N(C)C)cc1 (configuration not stated) | 12 | -4 | 5 | 0 | 3 | 16 | -9 | 9
COc1cc2c(cc1OC)C1=C(C#N)CCC(=NC(=O)c3ccc(Cl)cc3)N1CC2 | -5 | 3 | 7 | 1 | -6 | -15 | 4 | -3
Cc1cc(NC(=O)COC(=O)C2CCN(S(=O)(=O)c3cccc(Cl)c3Cl)CC2)no1 | -9 | 1 | 6 | -2 | -3 | 14 | 4 | -3
CN(Cc1ccccc1)C(=O)CCCn1c(=O)[nH]c2cc(Cl)ccc2c1=O | -2 | -5 | 2 | -1 | 2 | 0 | -2 | -10
O=C(CSc1nc2ccccc2s1)NC1CCCC1 | -4 | -1 | -3 | 0 | -4 | -17 | 1 | 1
COC(=O)/C=C1\SC(=Nc2ccc(Cl)c(Cl)c2)NC1=O | 5 | 79* | 4 | -2 | -15 | 12 | 5 | 1
O=C1/C(=C/c2cccs2)CCC1C1CCCC1 (configuration not stated) | 6 | -3 | 5 | -1 | -13 | -14 | 2 | -2
Cc1ccc(/C=C/C(=O)NC(C)c2ccccc2)cc1 (configuration not stated) | 1 | 5 | 5 | -1 | 0 | -10 | -3 | 0
Cc1onc(-c2ccccc2)c1C(=O)N1CCCN(C(=O)c2c(-c3ccccc3)noc2C)CC1 | -8 | -5 | -7 | -3 | 6 | 0 | 5 | -4
Other entries
SMILES | CCR6 antag | ATG4B inhibitor | EBI2 block | APJ agonist | UBC13 polyUb | APJ antagonist | Gli-Sufu antag | CXCR6 inh
CCn1c(NCc2ccccc2NS(=O)(=O)c2ccc(C)cc2)nc2ccccc21 | -2 | -13 | 5 | 1 | -1 | 0 | 3 | 7
CC(=O)c1c(C)[nH]c(C(=O)NCCc2ccccc2)c1C | -4 | -1 | 5 | -2 | 5 | -6 | -84 | -3
Cc1ccc(NCc2ccncc2)c(Br)c1 | 4 | 1 | 2 | 0 | -2 | -11 | -5 | 1
Cc1cc(F)c(F)c(C(=O)N2CCN(C)CC2)c1Cl | 11 | -9 | -17 | -1 | 6 | -2 | -14 | 8
COc1ccc2[nH]c(C(=O)Nc3ccccc3Cl)cc2c1 | 11 | -6 | nt | -6 | 2 | -4 | -36 | nt
Cc1cccc(C)c1NC(=O)CNCC(=O)Nc1c(C)cccc1C | 4 | 0 | 5 | -1 | 8 | 13 | 2 | 2
Cc1cccc(Nc2nnc(SCC(=O)c3c(N)n(C4CC4)c(=O)[nH]c3=O)s2)c1 | 12 | 3 | 0 | -1 | -20 | -3 | -3 | -8
Cn1c(=O)c2c(O)c(C=NCc3ccccc3)c(=O)n(C)c2n(C)c1=O | 8 | 0 | 0 | -6 | -5 | 15 | 5 | -10
O=C(Nc1ccc(C(=O)N2CCC(O)(c3ccc(Cl)c(C(F)(F)F)c3)CC2)cc1)c1ccc(Br)o1 | -6 | -7 | 10 | 5 | -16 | -6 | 20 | -6
Cc1ccc(C(=O)N/N=C2/NC(=O)CC(C(=O)Nc3ccccc3)S2)cc1 (configuration not stated) | -10 | -6 | -7 | -3 | -16 | -16 | -4 | 0
Cc1ccc2[nH]c(=O)c(CN(CCCN3CCOCC3)C(=O)Nc3cccc(Cl)c3)cc2c1 | 14 | -18 | 5 | -2 | 10 | 1 | 17 | -12
Cn1c(=O)c2c(nc(CN3CCCCC3)n2CCCc2ccccc2)n(C)c1=O | 6 | -4 | -4 | -5 | 2 | 5 | 23 | -6
COc1ccc(/C=C/C(=O)c2ccc(NC3=NCCCS3)cc2)cc1OC | 23 | 1 | 33 | -1 | 18 | 2 | 15 | 8
Brc1cnc2nc(SCc3nc4ccccc4[nH]3)[nH]c2c1 | -3 | -9 | -9 | -4 | -4 | 2 | 5 | -4
COCCNC(=O)c1c(CSc2ccccc2)noc1C(=O)NCc1ccccc1 | 11 | -1 | 1 | 0 | 12 | 7 | 3 | 3
O=C(CSc1ncc(-c2ccccc2)n1CC1CCCO1)N1CCCCC1 (configuration not stated) | -3 | 3 | -14 | -5 | 1 | 5 | 5 | -8
CC(C)(C)c1ccc(C(=O)Nc2ccc([N+](=O)[O-])cn2)cc1 | -3 | -5 | 1 | -2 | -7 | -3 | -75 | -5
Cc1cccc(NC(=O)CN(CC2CCCO2)C(=O)c2oc3ccccc3c2C)c1C (configuration not stated) | 8 | 4 | 5 | -5 | -6 | -5 | 1 | -3
Cc1cccc(N2CCN(C(=O)c3c(-c4ccccc4)noc3C)CC2)c1C | 12 | -3 | -6 | -2 | -6 | -8 | 27 | 3
CSc1ccc(/C=C(\C(=O)O)c2ccc(S(=O)(=O)N3CCCC3)s2)cc1 | 12 | 10 | 6 | -4 | -29 | -16 | 3 | 1
Cc1csc(NC(=O)Cc2ccc(F)cc2)n1 | -7 | -9 | 3 | -2 | 0 | -16 | -2 | -8
COc1ccc(-n2nc(C(=O)N3CCN(Cc4ccc5c(c4)OCO5)CC3)c3ccccc3c2=O)cc1 | 9 | -8 | -6 | -3 | -6 | 0 | 3 | 6
O=C(NCc1ccco1)C1CC2CCC1C2 (configuration not stated) | -14 | 4 | 1 | 0 | ? | 10 | 50 | 1
COc1cc2oc3ccccc3c2cc1N(CC(=O)N(C)C)S(=O)(=O)c1ccccc1 | 22 | 0 | 7 | -3 | 2 | 0 | 3 | 1
COC(=O)Nc1ccc(S(=O)(=O)NC2CCCCC2)cc1 | -5 | 3 | 3 | 1 | 2 | 6 | 14 | -10
Continued:
SMILES | CCR6 antag | ATG4B inhibitor | EBI2 block | APJ agonist | UBC13 polyUb | APJ antagonist | Gli-Sufu antag | CXCR6 inh
CCOc1ccc2sc(NS(=O)(=O)c3ccc(N)cc3)nc2c1 | 10 | -5 | -9 | -1 | -11 | -7 | 4 | 6
O=C(NC1CC1)c1ccc(-c2ccccc2)cc1 | 7 | -6 | -19 | 1 | -8 | -11 | -43 | 0
CCOC(=O)NS(=O)(=O)c1ccc(CCNC(=O)c2cc(C)on2)cc1 | 12 | 4 | -2 | 2 | -2 | 15 | 4 | 6
Cn1c(=O)c2cc(S(=O)(=O)Nc3cc(C(=O)O)cc(C(=O)O)c3)ccc2n(C)c1=O | 10 | -4 | -1 | -2 | -3 | -5 | -7 | -3
CCCc1cc(C(=O)N2CCC(N3CCC(C(=O)NC(C)C)CC3)CC2)n(C)n1 | 6 | -10 | -11 | -5 | 1 | -4 | 2 | 12
COC(=O)NCC1(C)CC(NC(=O)OC)CC(C)(C)C1 (configuration not stated) | 12 | -3 | -9 | -3 | 4 | -10 | -1 | -3
COCCn1c(=O)[nH]c2cc(C(=O)NCCN3CCN(c4ccc(OC)cc4)CC3)ccc2c1=O | 2 | 21 | -3 | 3 | 1 | 16 | 17 | 3
Cc1ccc(CC(=O)O/N=C(\N)Cc2ccc([N+](=O)[O-])cc2)cc1 | 2 | -8 | -6 | 1 | -8 | -17 | 1 | -20
N#CC1C=Cc2ccccc2N1C(=O)c1ccccc1 (configuration not stated) | 17 | 0 | -6 | -2 | -5 | 2 | -3 | 3
O=C(O)C1C2CCC(C2)C1C(=O)NCCc1ccccc1 (configuration not stated) | -10 | 6 | -8 | -2 | 2 | 12 | -5 | -9
CC1CCC(C(C)C)C(=O)/C1=C/c1ccc(N)cc1 (configuration not stated) | 8 | 3 | -2 | -7 | -7 | 5 | -47 | -1
Cc1c(NC(C)c2cc(Cl)ccc2O)c(=O)n(-c2ccccc2)n1C (configuration not stated) | 17 | -7 | -5 | -3 | 3 | 13 | -7 | 2
CCCCCCCCCCCCCCCCn1cc[n+](CC(C)=O)c1 | 41 | 32 | 8 | nt | nt | nt | 73* | 21
O=[N+]([O-])c1ccc(NC(=S)NCc2ccncc2)cc1 | 25 | -5 | -4 | -2 | -1 | 10 | 11 | 6
CCN1C(=O)c2ccccc2Sc2ccc(C(=O)NCCC(C)C)cc21 | 14 | 0 | 10 | -2 | 7 | 2 | 17 | 4
COc1ccc(N2CCN(S(=O)(=O)CCNC(=O)COc3ccccc3OC)CC2)cc1 | 3 | -7 | -15 | 5 | -5 | 8 | -5 | -2
O=C(Cc1c[nH]c2ccccc12)Nc1ccc(N2CCOCC2)cc1 | 8 | -11 | -9 | 1 | -7 | -17 | -4 | -6
COc1cc(CNc2ccc(N3CCOCC3)c(C(=O)O)c2)ccc1OCC(N)=O | 0 | 0 | -4 | 4 | -13 | -42 | 6 | -5
Cc1noc(C)c1COc1ccccc1C(=O)N1CCN(S(=O)(=O)c2ccccc2F)CC1 | 11 | -8 | -5 | 10 | -2 | -59 | -4 | 3

A different layout for part of the listing above.
SMILES	CCR6 antag	ATG4B inhibitor	EBI2 block	APJ agonist	UBC13 polyUb	APJ antagonist	Gli-Sufu antag	CXCR6 inh
Cn1c(=O)c2cc(S(=O)(=O)Nc3cc(C(=O)O)cc(C(=O)O)c3)ccc2n(C)c1=O	10	-4	-1	-2	-3	-5	-7	-3
CCCc1cc(C(=O)N2CCC(N3CCC(C(=O)NC(C)C)CC3)CC2)n(C)n1	6	-10	-11	-5	1	-4	2	12
COC(=O)NCC1(C)CC(NC(=O)OC)CC(C)(C)C1 (configuration not stated)	12	-3	-9	-3	4	-10	-1	-3
